Screening data: PubChem, several laboratories
EP2 antag – blocks the human prostaglandin E2 receptor EP2; C6 glioma cells expressing human EP2, cAMP TR-FRET; cells stimulated with saturating PGE2; hit rate 0.52% among 260,000; inhibition, % at 25 µM; P43116;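 active means percent inhibition above 40 after rounding to a whole number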;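 further: rat C6 glioma host cells with rolipram phosphodiesterase inhibitor present; the protocol text gives 20 µM as final concentration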
Target sequence (P43116 whole entry, looked up): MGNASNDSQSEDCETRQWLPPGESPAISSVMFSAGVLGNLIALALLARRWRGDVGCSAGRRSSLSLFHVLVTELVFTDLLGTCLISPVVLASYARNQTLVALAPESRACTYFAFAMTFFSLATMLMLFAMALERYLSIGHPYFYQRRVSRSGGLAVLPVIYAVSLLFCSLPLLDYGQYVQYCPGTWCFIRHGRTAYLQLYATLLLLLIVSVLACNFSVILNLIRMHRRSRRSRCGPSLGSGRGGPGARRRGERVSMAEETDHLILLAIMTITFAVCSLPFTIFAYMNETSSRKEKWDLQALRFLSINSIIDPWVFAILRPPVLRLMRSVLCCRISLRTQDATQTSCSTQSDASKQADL
S1P4 ag – human S1P4 receptor agonism; activation, % at 4.98 µM; S1P4-expressing cell line, agonist reporter assay; AID 1509; hit rate 0.35% among 220,000; in the data active means activation above about 11%;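 further: 0% = DMSO vehicle and 100% = reference agonist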
S1P4 antag – human S1P4 receptor antagonism. O95977. S1P4-expressing cells, antagonist mode, reporter read-out. inhibition, % at 4.98 µM. hit rate 0.26% among 220,000. AID 1510; in the data active means inhibition above about 29%;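 further: 0% = wells stimulated with agonist and 100% = vehicle wells without agonist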
NPY1 pot ag – potentiates or activates human NPY-Y1 receptor | P25929 | NPY-Y1 expressing cells, potentiator/agonist activation | activation, % at 3.6 µM | hit rate 0.37% among 220,000 | AID 1304; in the data active means activation above about 33%, passing the limit was not always enough;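 further: cells stimulated with NPY at EC10 then isoproterenol at EC100; 0% = low agonist plus stimulus and 100% = saturating agonist plus stimulus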
Target sequence (P25929 whole entry, looked up): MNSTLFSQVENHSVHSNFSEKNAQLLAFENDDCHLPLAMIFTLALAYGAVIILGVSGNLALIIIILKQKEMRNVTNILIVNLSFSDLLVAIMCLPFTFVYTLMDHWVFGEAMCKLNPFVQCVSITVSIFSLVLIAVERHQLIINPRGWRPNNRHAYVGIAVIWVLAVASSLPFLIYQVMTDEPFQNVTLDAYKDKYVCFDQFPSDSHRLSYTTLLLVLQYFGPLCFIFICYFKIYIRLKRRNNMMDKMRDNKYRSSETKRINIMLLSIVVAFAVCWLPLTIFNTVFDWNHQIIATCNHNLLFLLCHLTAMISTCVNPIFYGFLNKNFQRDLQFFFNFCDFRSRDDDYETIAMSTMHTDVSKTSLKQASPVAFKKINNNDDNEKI
NPY Y1 blocker – blocks the human neuropeptide Y Y1 receptor; inhibition, % at 3.6 µM; P25929; hit rate 1% among 200,000; HEK293-CNG Y1 cells, membrane potential fluorescence; NPY at EC95, then isoproterenol;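 active means inhibition above the campaign mean inhibition of all tested compounds plus 3 SD, cut at about 20% in these data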;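 further: 0% = DMSO wells given NPY plus isoproterenol and 100% = isoproterenol alone without NPY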
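Assay system: HEK293 cells with Y1 receptor plus CNG channel | Probe or stimulus: NPY (25 nM), isoproterenol (1 µM), Ro 20-1724 (25 µM) | Timing: Compound incubation 1 h at room temperature, readout 45 min post-stimulation | Measured by: Membrane-potential fluorescent dye readout | Benchmarks: High control isoproterenol alone, low control NPY with isoproterenol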
eIF4E-4G inh – inhibitors of eIF4E and eIF4G interaction in translation initiation; AID 782; P63073+Q04637; inhibition, % at 21.7 µM; hit rate 0.37% among 220,000; TR-FRET eIF4E-eIF4GI(517-606) binding, 2 h;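 active means inhibition above about 30%, limit read from the data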;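 further: 0% = full FRET control wells and 100% = background wells lacking eIF4GI fragment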
NPY-Y2 PAM-ag – potentiates or activates human NPY-Y2 receptor. cells expressing NPY-Y2, potentiator/agonist read-out. activation, % at 3.6 µM. AID 1359. hit rate 0.45% among 220,000; in the data active means activation above about 27%;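 further: cells stimulated with NPY near EC25 plus isoproterenol at EC100; 0% = vehicle plus submaximal agonist and 100% = vehicle plus saturating agonist; some results beyond the cut were filed as inactive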
EP2 mod – modulators of human EP2 prostaglandin E2 receptor | P43116 | EP2-expressing cells, cAMP HTRF FRET, PGE2 co-stimulation | induction, % at 25 µM | hit rate 0.83% among 260,000 | AID 940;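 active means compounds whose cAMP rise, as percent of the full-agonist control response, exceeds 60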;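 further: rat C6 glioma line stably carrying human EP2 under a CMV promoter; the protocol text gives 20 µM as final concentration; 100% = response of wells given 1 µM PGE2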
p97 ATPase inh – blocks human p97 ATPase activity; recombinant p97 ATPase, Kinase-Glo ATP luminescence, 3 h; inhibition, % at 8 µM; hit rate 0.42% among 220,000; AID 1481; in the data active means inhibition above about 15%;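 further: 0% = DMSO vehicle and 100% = wells lacking enzyme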
Active calls of the source: *; . = not tested or not shown; & = joins results of further samples; [ ] = remark or other dose. This is a subset; the hit share may differ from the screen's.

SMILES	EP2 antag	S1P4 ag	S1P4 antag	NPY1 pot ag	NPY Y1 blocker	eIF4E-4G inh	NPY-Y2 PAM-ag	EP2 mod	p97 ATPase inh
COc1ccc(NC(=O)CSc2nnc(NC(=O)c3ccccc3C(=O)O)s2)cc1	10	2.0	-8	13	3	1	-9	26	0
C/C=C/c1ccc(OCCn2cncn2)c(OC)c1	8	-0.7	-12	4	4	16	15	5	4
c1ccc(-c2cn(-c3ccccc3)c3ncnc(NCCCN4CCOCC4)c23)cc1	6	0.5	4	1	5	-3	-1	-15	3
CCc1cc2c(N3CCN(c4nnc(CC)s4)CC3)ncnc2s1	7	2.3	-33	20	-4	4	8	-17	8
CCOc1cc(N2CCOCC2)c(OCC)cc1NC(=O)c1ccc(C)cc1	5	155*	-6	8	-1	1	-1	1	-5
COc1ccccc1-n1ccnc1SCC(=O)NC1CCCC1	5	1.2	-9	-2	2	0	-2	-26	0
CCOc1ccc(C(C)=O)cc1CN1C(=O)NC(C)(C2CC2)C1=O (stereo unspecified)	0	-0.1	-27	-2	5	1	2	6	1
COc1ccccc1CNC(=O)c1ccc(CNc2c(N3CCCC3)c(=O)c2=O)cc1	9	-1.4	-4	-8	5	-4	10	9	-3
Cn1nnnc1SCC(=O)Nc1ccccc1N1CCOCC1	12	2.5	-4	-6	2	-9	14	-15	1
Oc1ccc(-c2cnns2)c(O)c1	15	-3.4	10	17	-7	6	19	-46	10
CCOC(=O)C1=CN(c2cccc(F)c2)C=C(C(=O)OCC)C1c1cc(OC)c(O)c([N+](=O)[O-])c1	0	-0.9	6	-1	4	-4[fluorescence artefact?]	2	17	3
CC(=O)Nc1ccc(NC(=O)COC(=O)c2ccco2)cc1	7	2.7	-15	11	-3	1	9	-4	9
COc1ccc(N(C)S(=O)(=O)c2c(C)noc2C)c(OC)c1	6	1.4	13	7	3	-1	-6	-1	2
CCCCC(O)(CCCC)C(=O)NNc1ccccc1	4	2.2	12	-4	14	0	-2	-7	1
CCOc1ccc(NC(=O)Nc2cc(C)ccc2F)cc1	4	-0.8	-2	-4	1	2[fluorescence artefact?]	-7	19	-9
N#Cc1c(-c2ccncc2)c2c([nH]c1=O)-c1ccccc1OC2	6	0.4	7	-3	.	1	-16	21	5
O=C(Nc1ccc(Cc2ccc(NC(=O)N3CCOCC3)cc2)cc1)N1CCOCC1	7	0.6	-4	-7	3	4	4	-9	3
Cc1ccc(S(=O)(=O)N(C)C)cc1-n1c(SCC(=O)Nc2ccccc2)nc2ccccc2c1=O	9	0.3	-4	-5	5	4	-8	-11	5
O=C(c1snnc1-c1ccccc1)N1CCOCC1	2	0.1	-6	9	-1	7	0	-20	5
CCCCC(=O)Nc1ccccc1C(=O)OCC(=O)c1ccc2c(c1)OCCO2	5	0.5	0	-21	2	1[fluorescence artefact?]	-4	-16	1
COc1cc(-c2[nH]ncc2CN(C)Cc2nonc2C)cc(OC)c1OC	4	1.0	-19	14	-6	-4	5	4	-2
Cc1cccc(-c2nsc(SCC(=O)NCc3ccc4c(c3)OCO4)n2)c1	5	0.2	1	12	3	2	-16	-6	10
Cc1cc(C=NCCO)c(C)n1-c1cc(Cl)ccc1Cl	8	7.0	-7	4	2	0	-16	46	3
O=C(COC(=O)c1ccc2ccccc2n1)Nc1cccc(S(=O)(=O)NC2=NCCCCC2)c1	5	0.7	9	10	6	1	-2	-24	2

Continued; it opens with the 3 that closed the last part.
SMILES	EP2 antag	S1P4 ag	S1P4 antag	NPY1 pot ag	NPY Y1 blocker	eIF4E-4G inh	NPY-Y2 PAM-ag	EP2 mod	p97 ATPase inh
Cc1cccc(-c2nsc(SCC(=O)NCc3ccc4c(c3)OCO4)n2)c1	5	0.2	1	12	3	2	-16	-6	10
Cc1cc(C=NCCO)c(C)n1-c1cc(Cl)ccc1Cl	8	7.0	-7	4	2	0	-16	46	3
O=C(COC(=O)c1ccc2ccccc2n1)Nc1cccc(S(=O)(=O)NC2=NCCCCC2)c1	5	0.7	9	10	6	1	-2	-24	2
Cc1nc(C(F)(F)F)c(C(=O)N/N=C(\N)c2cccnc2)s1	3	-1.5	-6	-8	4	2	-3	-9	6
CN(C(=O)CSc1nnc(-c2ccccc2)c(-c2ccccc2)n1)C1CCS(=O)(=O)C1 (stereo unspecified)	4	0.4	-5	-6	-3	6	-10	3	-2
COc1ccc(/C=C2/SC(=O)N(CCNC(=O)CC(NC(C)=O)c3ccccc3)C2=O)cc1 (stereo unspecified)	9	0.4	18	-3	.	4	0	-3	0
CCn1cc(Br)c(C(=O)N(C)Cc2ccccc2)n1	3	2.0	3	21	3	3	3	-9	-2
S=C(c1c[nH]c2ccccc12)N1CCOCC1	6	0.8	-2	7	-2	1	6	33	6
CCCOc1ccc(N2C(=O)CC(N3CCC(c4nncn4CC)CC3)C2=O)cc1 (stereo unspecified)	14	0.3	-2	-14	2	1[fluorescence artefact?]	-1	6	-3
COC(=O)CSc1nc(-c2ccccc2)nc2ccc(F)cc12	4	1.2	-3	-16	4	4	2	36	2
CCCC(=O)c1ccc(-c2ccccc2)cc1	4	0.4	-7	-12	7	1[fluorescence artefact?]	-9	-16	9
Cc1nonc1NC(=O)CSc1nnc(-c2ccoc2C)n1C	10	-0.4	-5	-2	1	-1	8	7	2
CCOC(=O)C1=c2/c(=C/c3ccccc3OC)c(N)c(C#N)n2C(=O)C(c2ccccc2OC)S1 (stereo unspecified)	.	-0.3	-6	14	0	-12[fluorescence artefact?]	5	-22	5
COc1cc(SC)ccc1C(=O)NCCOc1ccc(Cl)cc1	13	-0.6	-29	-56	9	2	-17	-9	-3
COc1ccc(-c2nnc(SC3CCOC3=O)n2C2CCCCC2)cc1OC (stereo unspecified)	7	-0.8	2	10	11	3	8	12	3
CCn1c(SCC(=O)OCc2ccccc2)nc2c1c(=O)n(C)c(=O)n2C	2	-3.6	-10	-7	1	-8	-7	22	-4
COc1cc(OC)c(C2SCCCS2)cc1OC	10	-0.4	4	-17	-2	-1	-6	27	2
CCCN1CCN(C(=O)CN2C(=O)CC(C)(C)S(=O)(=O)c3ccccc32)CC1	15	0.8	-1	19	4	5	-12	0	3
NC(=O)CC[C@@H]1NC(=O)[C@@H]2CCCN2C(=O)c2cc([N+](=O)[O-])cc(I)c2NCCC[C@@H](C(N)=O)NC1=O	10	1.1	1	-11	-5	6	17	29	3
CCOc1ccccc1N1CCN(Cc2ccco2)CC1	3	4.2	-18	-9	-4	7[fluorescence artefact?]	-13	11	0
COc1cc(S(=O)(=O)N2CCOCC2)ccc1NC(=O)CSc1n[nH]c(=O)[nH]c1=O	-2	0.4	-5	5	1	2	1	16	-5
Cc1ccc(S(=O)(=O)N2CCOCC2)cc1NC(=O)COC(=O)c1cc(=O)[nH]c2ccccc12	2	-0.9	0	-5	0	1	-11	-15	-2
O=C(Nc1ccccc1)Nc1ccc(C(F)(F)F)cn1	5	2.4	-5	5	.	0	5	-15	-1
NC(=O)c1cc(N2C(=O)C3CC=CCC3C2=O)ccc1N1CCCCC1 (stereo unspecified)	4	-0.5	-18	-1	0	-3	0	-21	2
CCOc1cc(C(=O)Nc2cc(C)on2)cc(OCC)c1OCC	8	0.0	-27	-3	-2	-14	7	-3	-3
CC(=O)OC1CC[C@@]2(C)C(CCC3C2CC(=O)[C@@]2(C)C3CC3CC(C)=CC(=O)C32)C1 (stereo partly specified)	6	-0.9	-2	-19	.	4	-18	54	-6
COc1cccc(NC(=O)CCCn2c(=O)[nH]c3ccccc3c2=O)c1	10	-0.7	7	-2	2	0	8	6	6
CC(O)c1nc2ccccc2n1CCCCOc1ccccc1 (stereo unspecified)	16	1.3	-5	16	-6	-3	2	-26	0
OC(C#CCN1CCCC1)c1ccccc1 (stereo unspecified)	9	1.0	7	2	4	4	13	-6	9
CCCCc1ccc(NC(=S)Nc2cccnc2)cc1	12	-0.3	0	-11	-3	2	-9	3	2
Cn1cc(/C=N/NC(=O)c2ccc(C#N)cc2F)c2ccccc21	9	1.1	-7	7	0	1	-2	-60	-1
COC(c1ccccc1)c1nnc(CCC(=O)NCc2ccc3ncccc3c2)o1 (stereo unspecified)	9	2.2	-4	-6	2	-3	8	35	3
O=C(COC(=O)c1ccc(N2CCCC2=O)cc1)NCc1ccco1	6	-0.2	-6	3	0	4	0	-6	4
CCCC(=O)Nc1cc2c(cc1C(=O)c1ccccc1)OCCO2	11	-1.0	-9	13	2	-3	-11	-11	1
Cc1[nH][nH]c(=O)c1C(c1ccc(O)c([N+](=O)[O-])c1)c1c(C)[nH][nH]c1=O	6	2.5	-7	14	1	-3	6	29	-7
Cc1nnc(SCC2=C(C(=O)O)N3C(=O)[C@@H](NC(=O)Cn4cnnn4)[C@H]3SC2)s1	8&16&13&5	1.6	-23	0	-1	-1	4	23&24&23	6
Cc1ccc(C)c2c1cc(C)c1nnc(SCc3ccccn3)n12	5	1.9	-2	8	6	-2	9	4	2
Cc1noc(C)c1COc1cccc(C(=O)OC(C)C(=O)Nc2ccc3c(c2)OCO3)c1 (stereo unspecified)	10	-0.3	-9	-37	6	-10	-6	-7	5
CCn1cc(C(=O)O)c(=O)c2cnc(N3CCN(C(=S)Nc4ccccc4C(F)(F)F)CC3)nc21	6	0.1	-2	9	.	-5	-9	17	4
CC1CCC(Nc2nnnn2-c2ccccc2)CC1 (stereo unspecified)	11&15	-0.6	-12	5	5	4	-6	-73&-53	-3
COc1ccc(CNC(=O)COC(=O)C2CC3C=CC2C3)cc1 (stereo unspecified)	5	0.3	-4	-7	1	3[fluorescence artefact?]	-1	4	-7
Cc1ccc(/C=N/n2c(-c3ccccn3)n[nH]c2=S)o1	0	0.8	2	2	.	4	-17	-47	-1
O=C(O)CCCC(=O)N1CC(=O)Nc2ccccc21	5	1.7	-5	-13	2	4	8	13	4
O=C(CCNS(=O)(=O)c1cccc2nonc12)N1CCN(c2cccc(Cl)c2)CC1	8	6.1	-1	9	-2	9	11	-5	-5
CC1CCCCC1NC(=O)COC(=O)c1ccc(S(=O)(=O)N2CCOCC2)cc1 (stereo unspecified)	25	1.5	-10	4	-5	2	12	-8	-1
O=C(N/N=C/c1cccnc1)c1ccc(NC(=O)C(c2ccccc2)c2ccccc2)cc1	8	-0.5	-9	8	-7	8	5	-6	5
CCC(NC(=O)C1CCC1)c1ccccc1 (stereo unspecified)	10	-0.2	-24	1	2	5	-1	-3	0
C=CCn1c(CNC(=O)c2ccccc2C)nnc1SCC(=O)NC1CCCC1	7	1.0	14	-31	3	4[fluorescence artefact?]	8	3	5
CN(C)/C=N/c1ncc(C(=O)c2ccc(Cl)cc2Cl)s1	6	10	-10	5	-1	0	9	-38	0
CC(=O)N1CCN(S(=O)(=O)c2cccc(C(=O)Nc3nc4ccccc4[nH]3)c2)CC1	9	4.4	8	14	4	-1	-6	-28	7
CCOc1ccc(OCCOCCN2CCc3ccccc3C2)cc1	14	-0.5	15	-29	5	-9	-30	-12	-8
C=CCn1c(C)nc2ccccc2c1=O	10	2.0	-16	-5	1	-2	-22	-6	3
COc1cc(/C=N/NC(=O)c2ccc(Cl)c(S(N)(=O)=O)c2)ccc1OCC(N)=O	8	0.1	-15	-8	.	-4	-3	-19	6
Cc1cc(OC(=O)N2CCOCC2)cc(C)c1Cl	13	0.2	1	-2	0	-2	1	-19	5
Cc1c(NC(=S)NC(=O)C(C)(C)C)cccc1[N+](=O)[O-]	2	1.4	5	1	1	0	-5	16	-3
